High-throughput results deposited in PubChem BioAssay by Broad Institute.
ARNT-TACC3 inh – ARNT/TACC3 interaction disruption; 0.66% of 390,000 active; inhibition, % at 9.99 µM; Q9Y6A5; AlphaScreen His-ARNT PAS-B/GST-TACC3 binding, luminescence; TACC3 fragment carries E629A point mutation;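 active = mean inhibition of replicates at least 50% and at least half of replicates each reaching 50%; inconclusive = half or more replicates reach 50% but mean below 50%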;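 also: 0% = complete ARNT plus TACC3 wells and 100% = ARNT alone without TACC3; many hits fall short of the cut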
SIRT5 block – blocks human SIRT5 desuccinylation of peptide | 1.1% of 330,000 active | Q9NXA8 | Purified SirT5, succinyl-peptide AMC, trypsin-coupled fluorescence | inhibition, % at 15 µM; in the data active = inhibition above about 15%; inconclusive = no clear call, values can overlap the other calls
Target sequence (Q9NXA8 whole entry, looked up): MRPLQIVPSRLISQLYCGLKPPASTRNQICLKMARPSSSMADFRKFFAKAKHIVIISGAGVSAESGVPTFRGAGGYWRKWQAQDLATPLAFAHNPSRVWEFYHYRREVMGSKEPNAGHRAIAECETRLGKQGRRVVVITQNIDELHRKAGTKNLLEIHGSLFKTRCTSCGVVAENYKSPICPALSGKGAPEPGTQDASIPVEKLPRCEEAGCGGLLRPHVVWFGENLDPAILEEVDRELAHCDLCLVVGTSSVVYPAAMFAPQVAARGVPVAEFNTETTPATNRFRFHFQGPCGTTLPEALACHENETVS
CASP6 VEID inh – caspase-6 (human) enzyme inhibition. inhibition, % at 12.5 µM. P55212. AID 686996. purified caspase-6, Z-VEID-R110 cleavage fluorescence. 0.53% of 350,000 active;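 active = mean inhibition across replicates at least about 35%, with every replicate also reaching that limit, limit read from the data; inconclusive = only one of the two criteria met; inactive = neither criterion met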;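 also: 0% = median of neutral control wells and 100% = no fluorescence left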
Target sequence (P55212 24-179 limits assumed): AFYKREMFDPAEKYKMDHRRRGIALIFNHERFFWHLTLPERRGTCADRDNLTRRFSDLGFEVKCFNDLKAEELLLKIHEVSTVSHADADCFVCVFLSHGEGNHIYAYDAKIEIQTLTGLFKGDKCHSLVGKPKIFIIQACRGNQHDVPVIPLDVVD
Target sequence (P55212 194-293 limits assumed): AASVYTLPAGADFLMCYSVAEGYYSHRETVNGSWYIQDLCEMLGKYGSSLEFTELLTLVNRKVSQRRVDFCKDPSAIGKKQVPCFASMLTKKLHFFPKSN
EWS-Fli block – blocks EWS/Fli oncoprotein-driven transcription | 0.67% of 350,000 active | A673 NR0B1-luciferase reporter, viability-normalised | inhibition, % at 12.6 µM;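 active = mean inhibition of at least 50% after viability correction, with every replicate also passing that limit; inconclusive = mean reaches 50% but only one of two replicates passes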;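 also: firefly luciferase signal divided by Alamar Blue viability fluorescence both relative to DMSO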
DENV2 CPE rescue – DENV2-induced cell death inhibition; CPE inhibition, % at 9.99 µM; 1.7% of 350,000 active; AID 651640; DENV2-infected cells, cytopathic effect rescue, plate reader; in the data active = CPE inhibition above about 20%, passing the limit was not always enough; inconclusive = no clear call, values can overlap the other calls; tested in BHK-21 cells;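 also: 0% = median of neutral control wells and 100% = median of positive control wells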
LGR2 inh – blocks bursicon-induced cAMP signaling via Drosophila LGR2. HEK293 LGR2, CRE-luciferase, bursicon-stimulated, 4 h. inhibition, % at 9.99 µM. 0.35% of 380,000 active. AID 720647;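 active = drop in luminescence signal, shown as inhibition above about 50% in the replicate tests, limit read from the data, passing the limit was not always enough; inconclusive = probably only some replicates passing the limit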;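 also: agonist challenge used bursicon conditioned medium at about half maximal strength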
PAX8 reporter – lowers PAX8-driven luciferase in RMG-I cells; inhibition, % at 12.6 µM; AID 652154; RMG-I TPO-luciferase reporter, SteadyGlo, 24 h; 1.2% of 360,000 active;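 active = mean replicate inhibition at least 60% with every replicate also reaching 60%; inconclusive = only one of the two criteria is met; inactive = mean below 60% and not all replicates reaching 60%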;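 also: luciferase light reporting Pax8 driven TPO promoter activity; plate controls were median of neutral control wells for no effect and mitoxantrone controls for full effect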
Active calls of the source: *; ? = inconclusive; . = not tested or not shown. These rows are one share of the data (hit frequency here may not be typical).

Values in the order: ARNT-TACC3 inh	SIRT5 block	CASP6 VEID inh	EWS-Fli block	DENV2 CPE rescue	LGR2 inh	PAX8 reporter
COc1ccc2c(c1OC)C(=O)O[C@H]2[C@@H]1c2cc3c(cc2CCN1C)OCO3
 : 22	1	0	-2	4	-5	12
CCOP(=O)(OCC)C(NC(=O)c1ccccc1)C(Cl)(Cl)Cl (stereo not given)
 : -8	-1	1	1	.	5	26
O=C1NC(=O)C(Cc2ccccc2)(Cc2ccccc2)C(=O)N1
 : -8	-1	-2	5	-4	5	-12
Cc1ccccc1-n1c(CNc2ccccc2)nc2ccccc2c1=O
 : .	-3	-4	12	4	.	7
O=c1c2ccccc2nc(Cc2cccc([N+](=O)[O-])c2)n1-c1ccc(O)cc1
 : 2	-2	0	5	-1	11	8
COc1ccc(-c2ccc([C@H]3[C@H](CO)N4CCCCN(C(=O)Cc5ccccc5)C[C@@H]34)cc2)cc1
 : -19	-2	-2	.	-10	8	-28
Oc1ccc2c3c1OC1c4oc5ccccc5c4C[C@@]4(O)[C@@H](C2)N(CC2CC2)CC[C@]314 (stereo not given in full)
 : -3	.	3	6	?	1	.
c1ccc(NC2=NCCCS2)cc1
 : -2	-1	-4	-5	-2	5	11
CN(C)CCn1cnc2ccccc21
 : -1	.	-4	-2	-2	-12	-8
COc1ccc(C(c2nnnn2-c2ccc(OC)cc2)N2CCC(n3c(=O)[nH]c4ccccc43)CC2)cc1 (stereo not given)
 : .	1	-1	-7	-3	23	51

Molecules above that have nitrogen in an aromatic ring (4):
Values in the order: ARNT-TACC3 inh	SIRT5 block	CASP6 VEID inh	EWS-Fli block	DENV2 CPE rescue	LGR2 inh	PAX8 reporter
Cc1ccccc1-n1c(CNc2ccccc2)nc2ccccc2c1=O
 : .	-3	-4	12	4	.	7
O=c1c2ccccc2nc(Cc2cccc([N+](=O)[O-])c2)n1-c1ccc(O)cc1
 : 2	-2	0	5	-1	11	8
CN(C)CCn1cnc2ccccc21
 : -1	.	-4	-2	-2	-12	-8
COc1ccc(C(c2nnnn2-c2ccc(OC)cc2)N2CCC(n3c(=O)[nH]c4ccccc43)CC2)cc1 (stereo not given)
 : .	1	-1	-7	-3	23	51

Next entries
Values in the order: ARNT-TACC3 inh	SIRT5 block	CASP6 VEID inh	EWS-Fli block	DENV2 CPE rescue	LGR2 inh	PAX8 reporter
Cc1ccc(Cn2cc(C=O)c3ccccc32)cc1
 : 10	0	2	22	-4	20	19
Cc1ccc2c(c1)C1CN(C)CCC1N2C(=O)COc1ccc(S(=O)(=O)N2CCOCC2)cc1 (stereo not given)
 : -9	-1	-5	6	-8	7	.
COC(=O)[C@@H]1[C@@H](CO)[C@@H]2Cn3c(ccc(C4=CCCC4)c3=O)[C@H]1N2C(=O)CC1CC1
 : 9	-7	4	-1	4	18	.
CCOP(=O)(OCC)C(O)c1cccnc1 (stereo not given)
 : -14	1	-3	-6	-1	.	-19
O=C(Nc1ccc2ccccc2c1)N1C[C@H]2C[C@@H](C1)c1cccc(=O)n1C2
 : 1	-2	-4	7	0	-2	1
FC(F)(F)c1ccccc1CCN1CCNCC1
 : -4	-4	-6	-4	-1	11	-13
S=P(NCCSCc1ccccc1)(N1CC1)N1CC1
 : -2	3	-52	-4	9	5	6
Brc1ccc2c(c1)CN(CC1CCCCC1)Cc1cnnn1-2
 : .	-4	5	8	?	-10	18
CCCNC(=O)N1[C@H]2CC[C@@H]1C(C(=O)OC)=C(c1ccc(F)cc1F)C2
 : -2	.	2	2	-22	-4	-10
CCN(CC)C(=O)c1ccc(NC(=O)c2cccc(S(=O)(=O)N3CCN(Cc4ccccc4)CC3)c2)cc1
 : 4	-2	-1	27	-2	9	24

Next entries
Values in the order: ARNT-TACC3 inh	SIRT5 block	CASP6 VEID inh	EWS-Fli block	DENV2 CPE rescue	LGR2 inh	PAX8 reporter
COC(=O)[C@H]1[C@H](CO)[C@H]2Cn3c(ccc(C4=CCCC4)c3=O)[C@@H]1N2CC1CCCC1
 : .	-5	0	-5	15	1	.
Oc1ccc(O)c2c1C1(Cl)C(Cl)=C(Cl)C2(Cl)C1(Cl)Cl
 : 8	0	9	-12	-9	23	10
CN1c2ccc([N+](=O)[O-])cc2CC2(C(=O)NC(=O)N(c3ccc(Br)cc3)C2=O)C1c1ccccc1 (stereo not given)
 : 0	-1	3	-10	-5	18	11
CC1CCN(C(=O)C(C)Cl)CC1 (stereo not given)
 : -5	0	8	-4	6	-6	5
O=c1[nH]c(=O)n(CCC2=CCCCC2)c(O)c1/C=N/Nc1ccccc1
 : -15	0	-3	6	4	.	-2
COc1ccc(NP2(=O)OCC(C)(N)CO2)cc1 (stereo not given)
 : -20	.	1	-2	10	-19	-10
Cn1cc([N+](=O)[O-])c(C(=O)Nc2ccc3c(C(F)(F)F)cc(=O)oc3c2)n1
 : -4	1	-1	.	0	1	50
CCC(=O)N1[C@@H]2c3ccc(-c4ccc(F)cc4)c(=O)n3C[C@H]1[C@H](CO)[C@H]2C(=O)OC
 : 4	-15	1	-2	-2	-18	-3
COc1cc(C(=O)OC2C[C@H]3CC[C@@H](C2)N3)ccc1O (stereo not given in full)
 : -1	-1	-7	11	0	5	7
Cc1ccc(S(=O)(=O)N(c2cc(Cl)c(O)c(Cl)c2)P(=O)(OC(C)C)OC(C)C)cc1
 : -1	0	-2	7	-5	-10	-12

Carrying on:
Values in the order: ARNT-TACC3 inh	SIRT5 block	CASP6 VEID inh	EWS-Fli block	DENV2 CPE rescue	LGR2 inh	PAX8 reporter
COc1ccc(-n2nnnc2C(C2CC2)N2CCC3(CC2)C(=O)NCN3c2ccccc2)cc1 (stereo not given)
 : .	-2	3	3	-7	17	-10
COC(=O)[C@@H]1[C@@H](CO)[C@@H]2Cn3c(ccc(C4=CCCCC4)c3=O)[C@H]1N2CC1CCCCC1
 : .	-5	1	0	-11	13	.
Brc1ccc(Oc2cc(Br)c(Br)cc2Br)c(Br)c1
 : .	.	-3	-8	14	15	.
CN1CCN(c2ccc([N+](=O)[O-])cc2Cl)CC1
 : 1	.	-3	-4	.	7	5
COC(=O)C1=C(c2ccc(OC)c(OC)c2)C[C@@H]2CC[C@H]1N2C(=O)NCCc1ccccc1
 : -8	-3	3	-7	4	-1	-27
O=C(C[N+]12CCC(CC1)C(OC(=O)c1ccccc1)C2)c1ccc([N+](=O)[O-])cc1 (stereo not given)
 : -2	2	1	1	13	13	17
COc1cc(O)cc2c1C(=O)OC(C)CCCC(=O)CCC/C=C\2 (stereo not given)
 : 1	-2	3	-2	4	-4	-12
CN(CCc1ccccc1)Cc1c[nH]c2ccccc12
 : -2	-7	-8	48	-1	8	40
O=C(Cc1cccnc1)N1CCCCN2[C@@H](CO)[C@@H](c3ccc(C#CC4CCCC4)cc3)[C@@H]2C1
 : 1	12	2	10	32*	-4	-10
COC(=O)C1=C(c2ccc(F)cc2OCc2ccccc2)C[C@@H]2CC[C@H]1N2C(=O)NCc1ccco1
 : 3	.	-1	1	7	-11	3

(more compounds)
Values in the order: ARNT-TACC3 inh	SIRT5 block	CASP6 VEID inh	EWS-Fli block	DENV2 CPE rescue	LGR2 inh	PAX8 reporter
COC(=O)[C@@H](N)CCCN=C(N)N[N+](=O)[O-]
 : -4	2	-3	0	-9	-10	-14
CCCNc1nc(OC)nc(N2CC3CC(C2)c2cccc(=O)n2C3)n1 (stereo not given)
 : -10	-3	-4	3	4	13	10
COC(=O)C1=C(c2ccc(Cl)c(C(F)(F)F)c2)C[C@@H]2CC[C@H]1N2C(=O)NCc1cc(C)oc1C(F)(F)F
 : -1	.	-1	10	25*	16	34
CC(C)(C)NC(=O)NC(=O)CN1CC=C(c2ccccc2)CC1
 : 1	1	-2	-2	1	18	11
COc1ccc(C(=O)NC(=S)N2C[C@H]3C[C@H](C2)c2cccc(=O)n2C3)cc1
 : 3	.	-3	-9	-4	.	.
NC(Cc1ccc(Cl)cc1)c1csc(Nc2cnccn2)n1 (stereo not given)
 : .	-2	2	-25	5	-15	1
CNC(=O)c1cccn(Cc2ccc(C(F)(F)F)cc2)c1=O
 : 0	-7	0	19	-5	7	-4
CC(=O)C1CCC2C3CCC4CC(O)CCC4(C)C3CCC12C (stereo not given)
 : 17	-3	1	0	-6	12	1
[N-]=[N+]=NCc1cn2cccnc2n1
 : -3	-7	1	-4	4	-5	-11
O=c1[nH]c2ccccc2c(=O)n1-c1ccc(Cl)cc1Cl
 : -13	0	-1	-4	-4	-8	-1

Copied from the list:
PAX8 reporter, `COc1ccc(-c2ccc([C@H]3[C@H](CO)N4CCCCN(C(=O)Cc5ccccc5)C[C@@H]34)cc2)cc1` = -28
EWS-Fli block, `Brc1ccc2c(c1)CN(CC1CCCCC1)Cc1cnnn1-2` = 8

Returning to the listing with the three entries that preceded the break.
Values in the order: ARNT-TACC3 inh	SIRT5 block	CASP6 VEID inh	EWS-Fli block	DENV2 CPE rescue	LGR2 inh	PAX8 reporter
CC(=O)C1CCC2C3CCC4CC(O)CCC4(C)C3CCC12C (stereo not given)
 : 17	-3	1	0	-6	12	1
[N-]=[N+]=NCc1cn2cccnc2n1
 : -3	-7	1	-4	4	-5	-11
O=c1[nH]c2ccccc2c(=O)n1-c1ccc(Cl)cc1Cl
 : -13	0	-1	-4	-4	-8	-1
O=P(O)(Oc1ccccc1)c1ccccc1
 : 4	0	1	-4	?	-15	-3
CS(=O)(=O)c1ccc(C2=C(CNC(=O)c3cccs3)[C@H]3CC[C@@H](C2)N3CCOc2ccccc2)cc1
 : .	30*	-5	-7	-2	-1	12
COCCCNC(=O)c1c(N)n(Cc2ccco2)c2nc3ccccc3nc12
 : .	-8	1	-15	-3	5	-12
CCNC(=S)NCCC1=c2ccccc2=N/C1=C\c1c(O)n(C)c(=O)n(C)c1=O
 : 15	4	7	29	-1	.	26
O=C(O)C1C2CCC(O2)C1C(=O)Nc1ccc(Cl)cc1 (stereo not given)
 : 6	-5	1	-5	-3	1	-22
CCOc1ccc(N=Cc2c(O)n(-c3cc(C)cc(C)c3)c(=O)[nH]c2=O)cc1
 : -7	-2	-5	8	0	12	14
O=P(Oc1ccccc1)(Oc1ccccc1)c1ccccc1
 : -7	-2	.	14	5	5	-4
NC(=O)CN1CCCC1=O
 : -4	6	-3	-9	14	5	13
CC(C)c1ccc(C(c2c(O)c3ccccc3oc2=O)c2c(O)c3ccccc3oc2=O)cc1
 : .	4	66*	1	0	-4	-5
Cc1ccc(OCCSC2=NN2c2cc(C)nc(N)n2)cc1
 : -1	21*	-1	0	6	-19	10

Next results follow.
Values in the order: ARNT-TACC3 inh	SIRT5 block	CASP6 VEID inh	EWS-Fli block	DENV2 CPE rescue	LGR2 inh	PAX8 reporter
COC1=CC2[C@@H]3Cc4ccc(OC)c(O)c4[C@]2(CCN3C)CC1=O (stereo not given in full)
 : 4	-3	4	-12	7	-2	-16
COc1ccc(-n2cnc3cc(C(=O)N4CCC5(CC4)OCCO5)ccc32)cc1
 : 2	-7	3	14	5	0	1
CO[C@H]1[C@@H](OC)CC(OC2OC(CO)C(O)C(O)C2O)/C(=C\C#N)[C@@H]1O (stereo not given in full)
 : -1	1	7	-4	-6	-11	3
COC(=O)C1=C(c2cccc(Cl)c2)C[C@@H]2CC[C@H]1N2C(=O)NCC1CC1
 : 9	-1	-2	0	?	9	17
